# Screening results as filed in PubChem.
# Phagocytosis inh: inhibitors of macrophage phagocytosis, primary screen, imaging, J774A.1 cells, IgG beads. J774A.1 macrophage IgG-bead phagocytosis. inhibition, % at 5 µM. actives 0.07% (n = 110,000). AID 1029, 2008;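 active means inhibition above the mean of the plate negative controls plus 5 SD, cut at about 13% in these data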;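 further: phagocytic index as fraction of beads internalized from green versus red external bead signal; plate controls were DMSO negative control for no effect and cytochalasin-D positive control for full effect; some results beyond the cut were filed as inactive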
# GALR2 blocker: GALR2 antagonists in receptor-expressing cells, primary screen; Galanin receptor type 2 (Homo sapiens), O43603; antagonist mode; inhibition, % at 4 µM; actives 0.39% (n = 140,000); in the data active means inhibition above about 27%;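 further: cells stimulated with galanin 1-16 at roughly its EC80; 0% = agonist challenge control and 100% = basal control without agonist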
# Target sequence (O43603 whole entry, looked up): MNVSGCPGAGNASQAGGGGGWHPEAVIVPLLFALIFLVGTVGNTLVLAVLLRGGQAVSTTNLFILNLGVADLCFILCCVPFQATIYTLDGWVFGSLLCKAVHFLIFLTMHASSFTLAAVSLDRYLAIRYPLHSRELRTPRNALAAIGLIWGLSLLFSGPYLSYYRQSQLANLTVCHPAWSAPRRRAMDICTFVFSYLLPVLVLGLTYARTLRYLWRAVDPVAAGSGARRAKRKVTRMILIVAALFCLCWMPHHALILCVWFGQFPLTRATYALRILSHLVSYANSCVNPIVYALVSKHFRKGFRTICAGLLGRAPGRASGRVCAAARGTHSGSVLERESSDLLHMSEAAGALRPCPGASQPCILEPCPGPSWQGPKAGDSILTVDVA
# E-sel TNF inh: E-selectin induction blockers in HUVEC – imaging, immunofluorescence, high content, primary screen; HUVEC TNFa-induced E-selectin immunofluorescence; inhibition, % at 2 µM; actives 0.71% (n = 120,000);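 active means inhibition above the batch mean plus 3 SD, and confirmed as a hit on visual image review, cut at about 43% in these data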;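 further: 0% = TNF-stimulated DMSO wells and 100% = unstimulated control wells; not every result past the cut was called active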
# MRP1 act: H69AR viability gain despite doxorubicin, primary screen, MRP-1 activator project, H69AR cells, CellTiter-Glo; AID 799, 2007; viability increase, % at 10 µM; actives 0.61% (n = 140,000); viability rescue;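 active means viability gain under doxorubicin at or above a set limit, the compound median plus 3 SD, cut at about 4.7% in these data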;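 further: MRP-1 overexpressing cells given doxorubicin 25 µM after compound pretreatment; 18-22 h compound pretreatment then 72 h with doxorubicin before readout; 0% = doxorubicin-only wells and 100% = vehicle-treated cells without doxorubicin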
# HCT116 bCat-KO: primary screen for growth suppressors in beta-catenin knockout HCT116 cells (colon tumor, human). HCT116 beta-catenin knockout viability, CellTiter-Glo, 60 h; stronger effect = lower value. viability, % at 10 µM. actives 1.5% (n = 140,000);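 active means viability at or under a set limit, the compound median less 4 SD, cut at about 6% in these data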;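 further: 0% = Hyamine 1622 control at 20 µM and 100% = untreated cell control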
# NPY-Y2 antag: NPY-Y2 receptor antagonists, primary screen, cell-based; NPY-Y2 expressing cells, antagonist mode; inhibition, % at 2.7 µM; actives 0.99% (n = 140,000); AID 793, 2007; in the data active means inhibition above about 17%;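 further: 0% = vehicle with agonist challenge and 100% = reference antagonist with challenge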
# Target sequence (P49146 whole entry, looked up): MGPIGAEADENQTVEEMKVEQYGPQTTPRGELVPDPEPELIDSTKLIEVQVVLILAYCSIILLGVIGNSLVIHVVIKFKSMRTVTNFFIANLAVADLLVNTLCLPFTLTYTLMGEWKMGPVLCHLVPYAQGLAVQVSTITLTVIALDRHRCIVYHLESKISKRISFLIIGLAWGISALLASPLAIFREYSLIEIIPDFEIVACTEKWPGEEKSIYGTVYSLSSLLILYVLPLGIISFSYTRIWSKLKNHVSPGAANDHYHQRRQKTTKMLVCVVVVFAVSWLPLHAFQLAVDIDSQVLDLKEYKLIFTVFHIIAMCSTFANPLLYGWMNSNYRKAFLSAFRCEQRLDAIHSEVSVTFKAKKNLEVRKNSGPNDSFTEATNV
# Measles CPE: compounds protecting cells from measles virus cytopathic effect, primary screen, measles RdRp inhibitor project, single point, MLSMR library, absorbance; actives 1.5% (n = 140,000); Measles virus-infected cells, CPE protection; protection (pct of control), % at 4 µM; in the data active means protection mostly above about 24%, no sharp cut-off; inactive means mostly below about 26%; further: some compounds called inactive have numbers as strong as hits
# Yeast life ext: compounds extending yeast replicative lifespan, primary screen, S. cerevisiae, OD615 | S. cerevisiae growth with nicotinamide; deaD strain in restrictive glucose medium | inhibition of the nicotinamide effect, % at 10 µM | AID 775, 2007 | actives 0.68% (n = 130,000);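 active means inhibition above a set limit, placed 3 SD over the median of all compounds, cut at about 26% in these data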;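 further: 0% = nicotinamide-treated wells and 100% = cells grown without nicotinamide; some compounds called inactive have numbers as strong as hits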
#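 Buffer or medium: CSMM-D glucose medium, restrictive; test system: modified budding yeast, DeaD strain; compound: single dose 10 µM compound, 0.25% DMSO; schedule: culture preincubation 4 h, compound exposure 48 h, both 30 °C; detection: optical density (absorbance) at 615 nm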
# Yeast growth inh: growth inhibitors of yeast BB579 in restrictive medium, primary screen, yeast lifespan-shortening project, S. cerevisiae; OD615, 48 h; AID 804, 2007; actives 0.51% (n = 140,000); inhibition, % at 10 µM;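 active means inhibition above a set limit, 3 SD over the mean compound inhibition, cut at about 44% in these data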; further: inactives centre near -24
#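 Test system: Saccharomyces cerevisiae DeaD strain BB579, replicative lifespan model yeast | Buffer or medium: Restrictive CSMM-D medium | Doses: One dose, 10 µM compound with 0.25% DMSO | Incubation: 48 h exposure, 30 °C | Detection: Culture absorbance at 615 nm | Control set: Amphotericin B at 10 µg/mL as positive control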
# PTEN del growth: growth suppression of PTEN-null HCT116, primary screen, cell-based, CellTiter-Glo. HCT116 PTEN-null viability, 60 h; stronger effect = lower value. viability, % at 10 µM. actives 1.2% (n = 140,000);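 active means viability at or below a set limit, 4 SD under the median of all tested compounds, cut at about 3.7% in these data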;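 further: PTEN knockout HCT116 line with beta catenin targeted HCT116 as companion control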
# * = called active by the depositor; / = not tested or not shown. Rows are unselected. Share with any hit: about 6.2%.
SMILES,Phagocytosis inh,GALR2 blocker,E-sel TNF inh,MRP1 act,HCT116 bCat-KO,NPY-Y2 antag,Measles CPE,Yeast life ext,Yeast growth inh,PTEN del growth
COc1ccc2[nH]cc(CCCN3C(=O)c4ccccc4C3=O)c2c1,-12,2,/,1.9,101,2,17,-6,-19,82
COc1cc(/C=C2/C(=O)ON=C2C)ccc1OCc1ccccc1F,/,11,/,-2.5,55,3,6,16,-25,56
Cn1c(=O)[nH]c(=O)c2c1nc(OC(=O)c1ccccc1)n2CC(O)COc1ccc(F)cc1 (stereo not given),1,-7,24,-0.3,101,-2,9,1,-11,111
Cc1cc(OC(=O)c2c(Cl)cccc2Cl)nc(C)n1,0,4,-14,-5.0,89,9,8,-22,-2,75
Cc1cc(NS(=O)(=O)c2ccc(NC(=O)c3cc(-c4cccnc4)nc4ccc(Cl)cc34)cc2)no1,-3,7,-42,-0.9,99,1,7,-3,-46,91
COc1cccc(-c2csc(N3CCN(Cc4ccccc4)CC3)n2)c1,1,13,-3,-0.8,103,1,10,-6,-82,106
CNC(=S)N(CCc1ccccc1)Cc1cc2cc(OC)c(OC)cc2[nH]c1=O,-8,-10,-14,-3.1,85,2,5,-3,-21,72
NC(=O)C(CC(=O)O)NC(=O)[C@@H]1CCCNc2c(I)cc([N+](=O)[O-])cc2C(=O)N[C@@H](CO)C(=O)N[C@@H](Cc2ccc(O)cc2)C(=O)N1 (stereo not given in full),/,-6,-13,-0.9,99,1,19,0,-36,97
O=C(OC(C(=O)NCC1CCCO1)c1ccccc1F)c1ccco1 (stereo not given),0,0,-8,0.7,104,0,2,-4,-32,98
O=C(O)CCN(CCC(=O)O)S(=O)(=O)c1ccccc1,-3,2,9,-1.1,110,2,6,-7,-6,95
COC(=O)COc1nc(C)c(Br)c(OC)n1,-2,8,-4,0.2,90,0,11,-5,-55,96
COc1ccc(CNC(=O)c2csc(Cc3ccccc3)n2)cc1,0,8,-2,-0.1,114,4,14,14,-33,96
Cc1nc2ccc(NS(=O)(=O)c3c(C)c(C)cc(C)c3C)cc2s1,0,9,16,-4.4,28,-1,5,8,-39,36
CCOc1c2ccc(C(=O)NC3CCCc4ccccc43)cc2nn1C (stereo not given),/,7,-14,3.2,107,1,12,-9,-23,111
Cc1cc(C)c(NC(=O)C2CCCN2C(=O)NC2CCCCC2)c(C)c1 (stereo not given),/,0,-17,-2.8,109,3,12,/,-11,97
CCOC(=O)CN1CC23C=CC(O2)C(C(=O)N2CCN(c4ccc(F)cc4)CC2)C3C1=O (stereo not given),0,9,-9,-1.0,98,1,2,-6,16,98
O=C(Cn1cc2c(n1)CCCCC2)N1CCc2ccccc2C1,0,-1,/,-0.2,85,6,1,6,-34,88
CN(Cc1ccco1)S(=O)(=O)c1ccc2c(c1)CCN2C(=O)CCC(=O)O,-2,7,-22,-1.1,99,0,11,2,-11,89
Cc1ccc(NCc2nnc(SCC(=O)c3ccccc3)n2Cc2ccco2)c(C)c1,-3,2,1,-4.0,64,2,11,3,-69,62
COC(=O)c1ccc(NC(=O)N2CCC(O)(c3cccnc3)CC2)cc1,0,0,-2,-1.7,100,-2,4,-16,-45,97
C=CCNC(=O)COC(=O)c1oc2ccccc2c1CSC1CCCCC1,0,-16,-28,-1.1,91,7,5,7,-48,85
Cc1cccc2c1N(CCCOc1ccc(C(C)(C)C)cc1)C(=O)C2=O,/,-1,-6,-2.8,87,4,19,4,-21,86
C=CCn1c(CNC(=O)c2cccs2)n[nH]c1=S,6,-9,/,2.3,93,2,24,3,-22,94
Cc1cccc(C)c1NC1=NC(=S)N(c2ccccc2)C12CCOC(C)(C)C2 (stereo not given),-2,-4,12,-1.3,30,2,12,-6,-33,24
CCOC(=O)c1nc2ccccc2nc1C,-1,7,/,-0.8,91,2,8,-5,-52,104
O=C(CN(C1CC1)S(=O)(=O)c1ccc(S(=O)(=O)N2CCCCCC2)cc1)Nc1ccccc1,0,-2,-3,-1.7,95,1,9,-22,-7,99
COc1ccc(-c2noc(CCC(=O)O)n2)cc1,-2,5,-10,-2.6,94,3,5,8,-22,99
O=C(C1CCN(S(=O)(=O)c2cccnc2)CC1)N1CCN(c2cccc(Cl)c2)CC1,0,-9,/,-0.5,82,3,5,-5,-38,68
Cc1cc(OCCOc2cccc3cccnc23)c(C)cc1Cl,0,-5,11,0.2,94,5,20,-14,-65,89
CCCOC(=O)NC(CC)COC(=O)Nc1cc(C)ccc1C (stereo not given),0,3,-4,-3.3,93,3,8,1,-10,87
CS(=O)(=O)Nc1ccc(C2=NN(C(=O)c3ccco3)C(c3ccccc3)C2)cc1 (stereo not given),-1,-2,/,-2.1,89,-2,6,-1,-6,79
CCOC(=O)c1c(C)oc2ccc(NS(=O)(=O)c3ccc4c5c(cccc35)C(=O)N4)cc12,/,2,-33,-1.8,94,27*,7,8,-22,95
CC1CCCCN1C(=O)Cn1c(=O)n(CCC(=O)NCc2ccco2)c(=O)c2sccc21 (stereo not given),0,-13,3,-3.5,96,0,11,-1,-20,95
COc1ccccc1NC(=O)CSc1nc(O)c(Cc2ccccc2)c(=O)[nH]1,/,-2,18,-3.2,97,1,8,-8,16,98
N#CC1(C#N)COC23CCCCC2C1(C#N)C(=N)O3 (stereo not given),1,-8,20,-1.4,96,1,5,-17,-23,102
COc1cccc(OC)c1C(=O)N1CCN(c2ccccn2)CC1,2,-7,-2,-0.5,98,1,20,1,-13,111
Cc1cccc(NC(=O)C2(c3ccc([N+](=O)[O-])cc3)CCCC2)c1,/,-2,-7,-1.6,40,5,1,-3,-18,36
COc1ccc(NCc2n[nH]c(=O)c3ccccc23)cc1,/,-21,-17,-4.5,56,4,6,-6,0,63
O=C1C2CC=CCC2C(=O)N1c1n[nH]c(-c2ccccc2)n1 (stereo not given),-2,-12,-13,-1.1,96,2,19,-8,-4,105
CCOC(=O)Cc1csc(NC(=O)c2c(-c3c(F)cccc3Cl)noc2C)n1,-2,6,14,-4.0,96,0,5,-2,31,91
COc1ccc(-n2nnnc2S(=O)(=O)Cc2ccc(C(=O)O)cc2)cc1,/,11,18,-1.5,53,1,7,10,-49,41
Cc1ccccc1NC(=O)c1cc(S(=O)(=O)c2ccccc2)ccc1Cl,-2,25,-37,-1.8,85,1,4,-8,-32,88
O=C(Cn1cc([N+](=O)[O-])cn1)N1N=C(C(F)F)CC1(O)C(F)F (stereo not given),/,-1,-26,-1.6,90,0,14,/,12,101
Cc1ccc(C(CC(N)=O)c2ccco2)cc1 (stereo not given),/,3,21,-1.5,94,2,7,-15,6,91
Nc1nc2sc3c(c2c(=O)s1)CCCC3,-1,-1,-14,-4.7,97,1,4,-21,53*,99
CN(C)c1ccc(S(=O)(=O)NCC(=O)OCC(=O)Nc2cccc(Cl)c2)cc1[N+](=O)[O-],-2,9,/,-2.1,92,4,19,3,-22,95
CCC(Sc1nnc2c3ccccc3n(CC)c2n1)C(=O)Nc1sc2c(c1C#N)CCCC2 (stereo not given),-2,-8,32,-6.0,1.4*,0,3,-20,-18,1.4*
CCN(CC)c1ccc(/C=N/OCC(=O)Nc2cccc(C)c2)cc1,-6,-1,/,-0.7,74,9,7,0,-43,73
COc1cc2c(cc1NC(=O)c1cccc(F)c1)CCCC2,1,21,18,-3.3,82,3,9,-6,-7,81
O=C(O)CCSc1nnc(CNc2ccc(Cl)cc2)n1Cc1ccccc1,-3,-3,/,0.3,106,0,19,0,-25,101
COc1ccc2c(C)cc(SCC(=O)NCCN3C(=O)CSC3=O)nc2c1,-8,7,18,-2.9,84,3,4,4,-15,84
N#Cc1ccc(CN2CCN(C(=O)c3ccccc3)CC2)c(Cl)c1,-1,-3,-23,-0.2,103,5,14,6,-19,98
CC1(C)C2CCC1(C)C1(C2)NC(=O)c2ccccc2O1 (stereo not given),-4,-1,10,-0.8,82,7,10,9,-50,91
CCCCCOC(=O)Cn1c(N2CCCCCC2)nc2c1c(=O)[nH]c(=O)n2C,-1,3,/,-1.6,99,6,13,-3,-72,100
Cc1cccc(Nc2ncccc2C(=O)NCc2cccs2)c1C,/,4,-14,-3.5,87,1,10,-7,6,75
CC(C)c1ccc(/C=C(\c2nc3ccccc3[nH]2)S(=O)(=O)c2ccccc2)cc1,0,0,24,-4.7,1.8*,4,0,6,-47,1.9*
OCCn1c(CSc2nc3ccccc3n2CCO)nc2ccccc21,-5,14,16,-4.3,108,-2,13,-3,-3,92
O=C(N1CCOCC1)N1CCCC(c2nc(-c3cccs3)no2)C1 (stereo not given),-1,-4,6,-0.7,93,2,9,-4,-6,95
CCC(C)NC(=O)c1ccccc1NC(=O)Nc1ccccc1 (stereo not given),/,13,4,-1.8,90,2,18,-13,-56,86
CCOc1ccccc1NC(=S)Nc1ccccc1F,0,2,-1,-2.1,108,-1,16,-15,-11,112

# (listing goes on)
SMILES,Phagocytosis inh,GALR2 blocker,E-sel TNF inh,MRP1 act,HCT116 bCat-KO,NPY-Y2 antag,Measles CPE,Yeast life ext,Yeast growth inh,PTEN del growth
COc1cc(C2C3C(C)N(C)C(=O)N(C)C3N(C)C(=O)N2C)ccc1O (stereo not given),2,0,-35,-0.1,117,2,2,-6,-31,108
N/C(=N\OC(=O)COc1ccc(Cl)cc1)c1cccnc1,-1,-4,-12,0.3,92,1,19,-10,-24,97
CCc1nc(SCc2ccc([N+](=O)[O-])cc2)n[nH]1,-3,1,-4,-0.1,94,-1,5,0,8,96
COc1cc(NC(=O)C2CCCO2)c(OC)cc1Cl (stereo not given),/,13,6,0.3,111,0,7,/,-15,111
O=C(CSCc1ccco1)NC1CCCC1,1,2,-8,-1.8,96,1,8,5,-19,100
COc1ccccc1NS(=O)(=O)c1cccc(NC(=O)Nc2ccccc2)c1,-10,14,/,-3.4,62,-3,11,2,-42,55
CC(C)(C)n1nc(-c2ccc(Cl)cc2)c2c(N)ncnc21,/,-9,/,-6.4,74,1,5,-18,83*,81
O=C(CN1CCCCC1)Nc1ccccc1,0,-1,/,-1.8,89,0,30*,3,13,94

# Complete entries from above.
# OCCn1c(CSc2nc3ccccc3n2CCO)nc2ccccc21 in the list: Phagocytosis inh = -5; GALR2 blocker = 14; E-sel TNF inh = 16; MRP1 act = -4.3; HCT116 bCat-KO = 108; NPY-Y2 antag = -2; Measles CPE = 13; Yeast life ext = -3; Yeast growth inh = -3; PTEN del growth = 92
# COc1ccc2[nH]cc(CCCN3C(=O)c4ccccc4C3=O)c2c1 in the list: Phagocytosis inh = -12; GALR2 blocker = 2; E-sel TNF inh = /; MRP1 act = 1.9; HCT116 bCat-KO = 101; NPY-Y2 antag = 2; Measles CPE = 17; Yeast life ext = -6; Yeast growth inh = -19; PTEN del growth = 82
